RNase H inhibition – RNase H inhibition, HIV 1 Gag Pol polyprotein, FRET biochemical assay, screening (AID 372) | 0.77% of 100,000 active | HIV-1 RT RNase H, FRET RNA/DNA substrate fluorescence; higher % means a stronger effect | one-dose inhibition, % at 10 µM; IC50 in µM for titrated hits; in the data active = inhibition above about 50%
* = called active by the depositor. The list is partial. The share of hits here may be higher or lower than overall.

SMILES	RNase H inhibition
CC(C)c1ccc(NC(=O)COc2ccc(Br)cc2)cc1	8%
COc1ccc(C=NCCc2ccccc2)cc1OC	13%
Cc1cccc(OCC(=O)Nc2cccnc2)c1	5%
Cc1ccc2nc(-c3ccc(NC(=S)NC(=O)c4cccc(Br)c4)cc3)oc2c1	45%
Cc1ccc(N(CC(=O)Nc2ccccc2Cl)S(=O)(=O)c2ccc(F)cc2)cc1	9%
Cc1ccc(-c2nn(-c3ccccc3)cc2/C=C2/N=C(c3ccccc3)OC2=O)o1	2%
Cc1ccc(NC(=O)Cc2nnc(NC(=O)Nc3ccc(Cl)cc3)s2)cc1	1%
Cc1onc(-c2c(Cl)cccc2Cl)c1C(=O)Nc1cc(C(N)=O)c(Cl)cc1Cl	21%
O=C(Nc1cc(Cl)cc(Cl)c1)c1cc2ccccc2o1	0%
O=C1/C(=C/c2ccc([N+](=O)[O-])cc2)NC(=S)N1c1ccccc1	22%
Cc1ccc2oc(-c3cc(NC(=S)NC(=O)c4cccc(Cl)c4)ccc3Cl)nc2c1	18%
COc1ccc(Cl)cc1C(=O)NC(c1ccccc1)c1ccccc1	25%
CCc1ccccc1NCC(O)Cn1c2ccccc2c2ccccc21 (stereo not drawn)	25%
CCn1c2ccccc2c2cc(/C=N/n3c(C)nnc3C)ccc21	15%
CCc1ccc(C(=O)/C=C/c2ccc(-c3ccc([N+](=O)[O-])cc3)o2)cc1	16%
COC(=O)c1cc(C(=O)NCc2ccc(OC)cc2)cc([N+](=O)[O-])c1	4%
O=C(O)C1CC=CCC1C(=O)NCCc1ccc(Cl)cc1 (stereo not drawn)	23%
COc1cc(/C=c2\sc3nc4ccccc4n3c2=O)cc([N+](=O)[O-])c1O	9%
COC(=O)c1cccc(NC(=O)COc2cccc(C)c2C)c1	0%
Cc1ccccc1CNC(=O)CN(c1ccccc1F)S(C)(=O)=O	0%
COc1ccc(OC)c(/C=N\Nc2nccs2)c1	25%
CCCCOc1ccccc1C1NC(=O)NC(C)=C1C(=O)OCC(C)C (stereo not drawn)	21%
O=C(COc1ccc2c3c(c(=O)oc2c1)CCCC3)OCc1ccccc1	16%
N#C/C(=C\c1ccco1)c1nc(-c2ccc(F)cc2)cs1	13%
COc1cccc(OCCOc2ccc(/C=C3/SC(=S)N(Cc4ccccc4)C3=O)cc2)c1	8%
C=CCn1c(=O)[nH]c2sc3c(c2c1=O)CC(C)(C)OC3	0%
COc1ccc(C2Nc3ccccc3-c3nnc(SCc4ccccc4)nc3O2)cc1OC (stereo not drawn)	6%
O=C1C2CC=C(Cl)CC2C(=O)N1CNc1ccccc1-c1ccccc1 (stereo not drawn)	11%
COc1ccc(CN2CCc3ccccc3C2)cc1C	0%
COc1ccc(C(=O)Nc2nc(-c3ccccc3)c(-c3ccccc3)s2)cc1[N+](=O)[O-]	9%
COC(=O)c1c(N)sc2c1CCC(C)C2 (stereo not drawn)	18%
CCN(CC)c1ccc(N=Cc2ccc(Cl)cc2Cl)cc1	23%
Clc1ccc(C2C=C(c3ccccc3)Nc3ncnn32)cc1 (stereo not drawn)	7%
O=C1CCC(=O)N1c1ccc(S(=O)(=O)Nc2ccccc2)cc1	0%
COc1cc(C(=S)N2CCC(C)CC2)ccc1O	7%
COc1cccc(OCCCOc2ccc(Br)cc2Cl)c1	25%
Cc1ccc(S(=O)(=O)n2cc(C=C3C(=O)NC(=S)NC3=O)c3ccccc32)cc1	12%
CCOc1cc(/C=C2\N=C(SC)SC2=O)cc(Cl)c1OCc1ccccc1	3%
COc1ccccc1C=Nc1ccccc1O	6%
CC1C=CCC2C(=O)N(c3ccc(Oc4ccc(C#N)cc4)cc3)C(=O)C12 (stereo not drawn)	11%
COc1cc(NC(=O)c2nn3c(C(F)(F)F)cc(-c4ccc(OC)c(OC)c4)nc3c2Cl)cc([N+](=O)[O-])c1	0%
O=C1OC(c2ccc(Br)cc2)=C/C1=C/c1cccs1	32%
COc1ccc(C2Nc3ccccc3C(=O)N2Cc2ccccc2)cc1Cn1nc(C)c(Cl)c1C (stereo not drawn)	25%
Cc1ccccc1NC(=O)C(=O)NCCC1=CCCCC1	0%
CCOc1ccc(NC(=O)CN(c2ccc(Br)cc2)S(=O)(=O)c2ccccc2)cc1	17%
COCC(C)NC(=O)CC(c1ccccc1)c1ccccc1 (stereo not drawn)	5%
O=C1c2ccccc2NC(c2ccc(Br)cc2)N1c1ccc(Cl)c(Cl)c1 (stereo not drawn)	6%
CCOc1ccc(/C=C2/C(=O)N(c3ccccc3)N=C2C)c(OCC)c1	5%

An excerpt of these results, with each value named:
> Cc1ccccc1CNC(=O)CN(c1ccccc1F)S(C)(=O)=O
  RNase H inhibition: 0%
> COCC(C)NC(=O)CC(c1ccccc1)c1ccccc1 (stereo not drawn)
  RNase H inhibition: 5%
> O=C(O)C1CC=CCC1C(=O)NCCc1ccc(Cl)cc1 (stereo not drawn)
  RNase H inhibition: 23%
> O=C1C2CC=C(Cl)CC2C(=O)N1CNc1ccccc1-c1ccccc1 (stereo not drawn)
  RNase H inhibition: 11%

(next part)
SMILES	RNase H inhibition
Cc1cc(=O)oc2cc(OC(=O)COc3ccccc3)ccc12	1%
COc1ccc(COC(=O)C2=C(C)NC3=C(C(=O)CC(C)(C)C3)C2c2ccc(O)c(OC)c2)cc1 (stereo not drawn)	2%
O=C1/C(=C/c2cc([N+](=O)[O-])cc(Br)c2O)SC(=S)N1c1cccc(C(F)(F)F)c1	26%
Cc1cccc(C(C)C)c1NC(=O)COc1ccc([N+](=O)[O-])cc1	8%
CCOc1cc(C2C(C(=O)OCCSCC)=C(C)NC3=C2C(=O)CCC3)ccc1OC(C)=O (stereo not drawn)	10%
COC(=O)C1=C(C)NC(=O)NC1c1ccc(OC(C)C)cc1 (stereo not drawn)	3%
O=C(c1ccccc1)c1ccc(C(=O)N2CCN(C(=O)c3ccc(C(=O)c4ccccc4)cc3)CC2)cc1	3%
Cn1c2c(c(=O)n(C)c1=O)C(c1ccc(OC(=O)c3ccc(Br)cc3)cc1)C1C(=O)c3ccccc3C1=N2 (stereo not drawn)	19%
CCCC(=O)Nc1ccc(Cl)cc1C(=O)O	5%
O=C(O)CN(c1cccc([N+](=O)[O-])c1)S(=O)(=O)c1ccccc1	2%
COc1cc(/C=C2\Sc3ccccc3C2=O)ccc1OCc1ccccc1Cl	4%
COc1ccc(C2Nc3ccccc3NC3=C2C(=O)CC(c2ccc(OC)c(OC)c2)C3)cc1 (stereo not drawn)	16%
C=CCc1ccc(OCC(=O)N/N=C/c2cccc([N+](=O)[O-])c2)c(OC)c1	0%
C=CCNC(=O)C(=O)N/N=C/c1ccccc1O	0%
COc1ccc(N2C(=O)CC(NCCCc3ccccc3)C2=O)cc1 (stereo not drawn)	17%
COc1ccc(/C=C/C(=O)Nc2ccc(F)cc2)cc1Br	16%
Cc1ccc(C2=NN(C(=N)SC3CC(=O)N(c4cccc(Br)c4)C3=O)C(c3ccc(Cl)cc3)C2)cc1 (stereo not drawn)	14%
Cc1cccc(NC(=S)NC(=O)/C=C/c2ccccc2)c1	6%
Cc1ccc(C2(c3ccc(C)cc3)C(=O)NCc3ccccc32)cc1	24%
COc1ccc(N(CC(=O)N/N=C/c2cccc(OC)c2OC)S(=O)(=O)c2ccccc2)cc1Cl	10%
COc1ccc(/C=N/NC(=O)CSc2nnc(-c3ccncc3)n2-c2ccccc2)cc1OC	5%
CCOC(=O)C1=C(C)NC(=O)NC1c1ccc(SC)cc1 (stereo not drawn)	0%
CCOc1cccc(C(=O)Nc2nc3ccc(C)cc3s2)c1	0%
O=C1CSC(c2cccc(Cl)c2Cl)N1 (stereo not drawn)	1%
O=C(COc1ccccc1)N/N=C/c1ccccc1Br	5%
COc1cc(-c2ccc(NC(=O)c3cc4ccccc4cc3O)c(OC)c2)ccc1NC(=O)c1cc2ccccc2cc1O	17%
COc1ccc2ncn(-c3ccccc3)c2c1	7%
CC(=O)N(c1ccccc1)C1CC(C)N(C(=O)c2cccs2)c2ccccc21 (stereo not drawn)	6%
Cc1ccc(/C=N/NC(=O)C(C)Nc2ccc(Cl)cc2)o1 (stereo not drawn)	13%
O=C(c1ccc(CN2CCc3ccccc3C2)cc1)N1CCN(Cc2ccccc2)CC1	13%
NC(=S)N/N=C/c1ccc2ccccc2c1	9%
C=CCNCCCCOc1cc(C)c(Cl)c(C)c1	7%
COc1ccccc1/C=C1\SC(=S)N(CC(C)C)C1=O	0%
O=C(Cn1cnc2ccccc21)N/N=C/c1ccc(O)c(O)c1	38%
CN1CCN(NC(=S)Nc2cccc(Cl)c2)CC1	2%
O=C(Nc1ccc(Cl)c(Cl)c1)c1cc2n(n1)C(C(F)(F)F)CC(c1ccccc1)N2 (stereo not drawn)	17%

The closing two records of the part before are carried over, then new ones follow:
SMILES	RNase H inhibition
CN1CCN(NC(=S)Nc2cccc(Cl)c2)CC1	2%
O=C(Nc1ccc(Cl)c(Cl)c1)c1cc2n(n1)C(C(F)(F)F)CC(c1ccccc1)N2 (stereo not drawn)	17%
Cc1nc2ccccn2c1-c1csc(Nc2ccc(N)cc2)n1	1%
O=C(Nc1ccc(Cl)c(Cl)c1)ON=C1c2ccccc2-c2ccccc21	48%
CCc1ccc(O)c(N=Cc2cc(I)cc(I)c2O)c1	14%
Cc1cc(Cl)ccc1S(=O)(=O)Oc1c(Cl)cc(Cl)c2cccnc12	46%
NS(=O)(=O)c1ccc(NC(=S)NC(=O)c2ccccc2)cc1	10%
C=CCc1ccc(OCCOCCOc2ncnc3ccccc23)c(OC)c1	14%
O=C(Nc1ccc(F)cc1)Nc1cccc(Cl)c1	8%
CCC(=O)N1N=C2c3cc(OC)ccc3CCC2C1c1ccc([N+](=O)[O-])cc1 (stereo not drawn)	0%
COc1cc(NC(=O)CC(c2ccccc2)c2ccccc2)c(OC)cc1Cl	7%
CC(=O)c1ccc(N2C(=O)c3ccc(Oc4cccc([N+](=O)[O-])c4)cc3C2=O)cc1	3%
COc1ccc(NC(=S)NC(=O)c2ccc(F)cc2)cc1	14%
Cc1ccc(-c2nc(N3CCOCC3)nc3ccccc23)cc1	0%
COc1ccc(Br)cc1C(=O)Nc1cccnc1	1%
O=[N+]([O-])c1ccccc1C=Nc1ccc(N=Cc2ccccc2[N+](=O)[O-])cc1	6%
COc1ccc(NC(=O)Cc2nnc(NC(=O)Nc3ccc(C)cc3)s2)cc1	16%
CCOC(=O)c1ccccc1NC(=O)c1ccccc1	3%
O=[N+]([O-])c1ccc(N2CCCC2)cc1N1CCCCC1	13%
O=C1/C(=C\C=C\c2ccccc2)SC(=S)N1Cc1ccc(Cl)c(Cl)c1	11%
CCOC(=O)c1ccccc1NC(=O)c1cc(Cl)ccc1OC	5%
CCOc1cc(/C=C(/C#N)C(=O)Nc2ccccc2)cc(I)c1O	12%
COC(=O)COc1ccccc1/C=C1\SC(=O)N(c2ccccc2)C1=O	4%
CCOC(=O)c1ccccc1NC(=O)CN(c1cccc(C(F)(F)F)c1)S(=O)(=O)c1ccccc1	28%
COC(=O)C1=C(C(=O)OC)SC(=C2C(=S)C(C)(C)N(C(=O)Cc3ccccc3)c3ccccc32)S1	10%
O=C1NC(=O)C(=Cc2cc(Cl)c(OCc3cccc(F)c3)c(Cl)c2)C(=O)N1	36%
COc1cc2c(cc1OC)CN(Cc1ccccc1C)CC2	5%
COc1cc(CNc2nc3ccccc3n2CCN2CCCCC2)cc(OC)c1OC	0%
O=C1CN(S(=O)(=O)c2ccccc2)C(c2ccccc2)c2cc(Br)ccc2N1 (stereo not drawn)	17%
O=C(NN1C(=O)/C(=C/c2ccco2)SC1=S)c1ccccc1	7%
CCC(C)OC(=O)C1=C(C)NC2=C(C(=O)CC(c3ccc(OC)cc3)C2)C1c1cccc2ccccc12 (stereo not drawn)	25%
Cc1ccc(S(=O)(=O)N2C(=S)SCC2(C)C)cc1	0%
O=C(N/N=C/c1ccco1)C1CC(=O)N(c2ccccc2)C1 (stereo not drawn)	0%
CCOc1ccc(/C=N/NC(=S)Nc2cccc(C)c2)cc1	8%
O=C(Nc1cccc(Cl)c1)c1cc([N+](=O)[O-])ccc1Cl	2%
O=C(CO/N=C/c1ccccc1)N=Nc1c(O)[nH]c2ccc(Br)cc12	14%
CC(C)(C)c1cc(Cc2ccccc2)no1	0%
COc1ccc(N=Cc2c(Nc3ccc(OC)cc3)nc3ccc(C)cn3c2=O)cc1	11%

Given bar-delimited: part of the list above
Structure | RNase H inhibition
O=C(N/N=C/c1ccco1)C1CC(=O)N(c2ccccc2)C1 (stereo not drawn) | 0%
CCOc1ccc(/C=N/NC(=S)Nc2cccc(C)c2)cc1 | 8%
O=C(Nc1cccc(Cl)c1)c1cc([N+](=O)[O-])ccc1Cl | 2%

Compounds above with an NH in an aromatic ring:
SMILES	RNase H inhibition
C=CCn1c(=O)[nH]c2sc3c(c2c1=O)CC(C)(C)OC3	0%
O=C(CO/N=C/c1ccccc1)N=Nc1c(O)[nH]c2ccc(Br)cc12	14%

Additional records follow.
SMILES	RNase H inhibition
CCn1c(SC)nc2c(c1=O)C1(CCCCC1)Cc1ccccc1-2	5%
COc1ccc(Cn2c(O)c(/C=C3\C=CC=N3)c(=O)[nH]c2=O)cc1	0%
CC(C)Cn1c(=O)c(C(=O)Nc2ccc(Br)cc2)c(O)c2ccccc21	12%
O=C(NCC1CCN(C(=O)c2c(F)c(F)c(F)c(F)c2F)CC1)c1c(F)c(F)c(F)c(F)c1F	1%

Assay outcomes from PubChem.
